Source: PubChem
Neddyl block: cullin neddylation inhibition | hit rate 0.58% among 360,000 | calls only at 25 µM | AID 651699 | TR-FRET cullin neddylation, biochemical; in the data active = inhibition above about 36%
Scp1 inh: inhibitors of human Scp-1 phosphatase. inhibition, % at 20 µM. AID 493091. hit rate 0.88% among 340,000. Recombinant Scp1, phosphopeptide, malachite green phosphate absorbance. Q9GZU7;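 active = inhibition above about 50% at 20 µM, limit read from the data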;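 note: plate controls were DMSO wells with enzyme for no effect and wells lacking enzyme for full effect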
Target sequence (Q9GZU7 76-261 limits assumed): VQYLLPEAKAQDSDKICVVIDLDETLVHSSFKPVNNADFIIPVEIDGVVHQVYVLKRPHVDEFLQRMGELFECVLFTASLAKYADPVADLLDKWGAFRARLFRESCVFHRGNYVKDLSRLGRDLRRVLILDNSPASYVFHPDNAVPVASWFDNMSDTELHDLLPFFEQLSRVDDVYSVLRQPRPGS
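Material: truncated SCP-1 phosphatase (76-261aa) / Buffer or medium: 50 mM Tris acetate pH 5.5, 0.005% Tween-20, 10 mM MgCl2 / Compound dosing: one concentration, 20 µM, with 1.0% DMSO / Incubation: 45 min room-temperature reaction, 5 min colour, 30 min stabiliser / Detection: colorimetric free-phosphate detection, absorbance 630 nm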
STEP inh: inhibitors of human striatal-enriched phosphatase STEP; recombinant STEP, OMFP fluorogenic substrate, fluorescence; inhibition, % at 20 µM; hit rate 0.25% among 360,000; AID 588621;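 active = inhibition at 20 µM, scaled per plate between control wells, above about 37%, limit read from the data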;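 note: 0% = DMSO with enzyme and substrate and 100% = substrate only without enzyme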
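Measure: Control-normalized % inhibition with plate pattern correction | Test system: STEP phosphatase, cell-free reaction | Medium: pH 6.0 Bis-Tris with DTT and Tween 20 | Technique: Fluorescence, 480/540 nm | Times: Reaction 20 min, ambient temperature | Doses: Single compound dose of 20 µM, 1% DMSO final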
SUMO1-SIM PPI: SUMO1-SIM interaction modulation; P63165; SUMO1 binding to a labelled peptide, TR-FRET, 1 h; inhibition, % at 20 µM; hit rate 0.33% among 360,000; in the data active = inhibition above about 37%
CSN deneddyl inh: CSN deneddylation inhibition; hit rate 0.38% among 360,000; inhibition, % at 12.5 µM; Q92905; Purified CSN, SCF-Nedd8-OG deneddylation, fluorescence polarization; AID 651999;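 active = pattern-corrected inhibition above about 35%, with an unprinted fluorescence ratio check between 0.5 and 1.5, limit read from the data, passing the limit was not always enough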;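 note: 0% = enzyme with substrate and 100% = substrate without enzyme; some results filed as inactive read as strong as hits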
Target sequence (Q92905 whole entry, looked up, one chain of several): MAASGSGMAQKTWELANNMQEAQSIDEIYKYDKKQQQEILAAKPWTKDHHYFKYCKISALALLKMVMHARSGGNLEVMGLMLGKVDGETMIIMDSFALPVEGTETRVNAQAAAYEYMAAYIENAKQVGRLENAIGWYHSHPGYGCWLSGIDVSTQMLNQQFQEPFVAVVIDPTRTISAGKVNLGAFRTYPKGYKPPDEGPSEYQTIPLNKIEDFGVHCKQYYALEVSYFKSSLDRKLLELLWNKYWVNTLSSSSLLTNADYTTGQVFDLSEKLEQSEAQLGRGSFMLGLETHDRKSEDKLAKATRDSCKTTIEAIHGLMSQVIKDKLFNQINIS
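test system = HEK293T-derived human Csn5 enzyme | amount = 0.24 nM Csn5 enzyme, final concentration | medium = Tris/NaCl/DTT buffer, pH 7.5 | schedule = 90 min reaction at room temperature | signal = FP | evaluation = inhibition of Csn5 cleavage, % | compound dosing = single dose of 12.5 µM compound with 0.25% DMSO | probe or stimulus = 10 nM SCFSkp2-Nedd8OG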
NadD block: NadD (S. aureus) enzyme inhibition. purified NadD enzyme, colorimetric absorbance read-out. inhibition, % at 20 µM. hit rate 0.78% among 360,000; in the data active = inhibition above about 26%; note: some compounds past the cut are filed as inactive
LMPTP inh: blocks human LMPTP phosphatase; recombinant LMPTP-A, OMFP fluorogenic substrate, fluorescence intensity; inhibition, % at 20 µM; hit rate 0.22% among 360,000; AID 651560;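 active = compounds that cut the enzyme signal by at least half of the control window in the single-dose screen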;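 note: plate controls were DMSO wells with enzyme plus substrate for no effect and substrate without enzyme for full effect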
Target sequence (P24666 whole entry, looked up): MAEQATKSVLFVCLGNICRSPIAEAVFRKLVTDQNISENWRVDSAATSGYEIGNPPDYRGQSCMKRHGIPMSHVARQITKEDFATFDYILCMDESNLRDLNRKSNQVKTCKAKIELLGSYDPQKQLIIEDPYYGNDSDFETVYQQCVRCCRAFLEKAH
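Assay system: LMPTP-A phosphatase enzyme | Input: 0.625 nM enzyme | Also added: Fluorogenic phosphatase substrate OMFP at 400 µM final | Compound dosing: One test concentration per compound, 20 µM, with 3% DMSO overall | Schedule: 50 min enzyme reaction at room temperature, protected from light | Signal: Fluorescence intensity | Benchmarks: no-enzyme and uninhibited controls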
Rpn11 inh: inhibitors of human proteasome Rpn11; hit rate 0.59% among 360,000; O00487; calls only at 20 µM; AID 588493; human 26S proteasome, Ub4-pepOG fluorescence polarization; 20S core pre-blocked with epoxomicin;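 active = inhibition at 20 µM, scaled to each plate's controls, above about 33%, limit read from the data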
Target sequence (O00487 whole entry, looked up): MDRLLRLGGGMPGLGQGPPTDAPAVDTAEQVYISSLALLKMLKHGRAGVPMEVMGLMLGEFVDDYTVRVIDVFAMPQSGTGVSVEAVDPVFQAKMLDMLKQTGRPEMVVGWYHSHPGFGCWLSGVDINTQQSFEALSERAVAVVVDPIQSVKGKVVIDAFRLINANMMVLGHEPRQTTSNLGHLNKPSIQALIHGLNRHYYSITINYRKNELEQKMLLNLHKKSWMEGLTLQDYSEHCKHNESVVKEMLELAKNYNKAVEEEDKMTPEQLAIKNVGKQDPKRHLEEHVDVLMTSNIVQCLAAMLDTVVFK
Rin1 Abl inh: human Rin1-Abl interaction inhibition; P00519+Q13671; TR-FRET Rin1/Abl binding, biochemical; inhibition, % at 7.35 µM; hit rate 0.4% among 360,000; AID 588664; in the data active = inhibition above about 5%, passing the limit was not always enough
DNMT1 block: DNMT1 (human) enzyme inhibition; P26358; DNMT1 molecular beacon, Hinp1I cleavage, fluorescence; inhibition (reported as % activation of signal), % at 10 µM; hit rate 0.83% among 360,000; AID 588458; in the data active = inhibition above about 50%
Active calls of the source: *; i = inactive; / = not tested or not shown; + = active, no number; & = joins results of further samples. Compounds as they come; about 3.8% have a hit in one of these screens.

SMILES	Neddyl block	Scp1 inh	STEP inh	SUMO1-SIM PPI	CSN deneddyl inh	NadD block	LMPTP inh	Rpn11 inh	Rin1 Abl inh	DNMT1 block
CCOc1ccc(-c2onc(C(F)(F)F)c2-c2cscn2)c(O)c1	i	-6	0	2	1	-5	2.8	i	-4	7
O=C(CSc1nnnn1C1CCCCC1)NCc1ccc2c(c1)OCO2	i	-7	3	-2	-4	7	-0.4	i	6	7
Cc1ccc2c(c1)C(=O)C(=O)N2Cc1ccc(Cl)cc1	i	-7	0	-30	0	2	1.3	i	0	6
COC(=O)c1cccc(Nc2nc3ccccc3nc2C)c1	i	-2	-2	0	-4	-2	2.4	i	0	-3
COc1cc(OC)c(S(=O)(=O)N2CCN(C(=O)c3ccco3)CC2)cc1NC(C)=O	i	-10	-2	1	1	1	-0.7	i	-1	-2
CCCN(c1ccc(OCC)cc1)c1ncnc2nc[nH]c12	i	-9	-1	-1	1	1	-0.3	i	-1	2
O=C(N/N=C/c1cccc([N+](=O)[O-])c1)c1ccc(Br)cc1	i	98*	73*	-7	12	4	65*	+	3	20
CCOC(=O)c1c(-c2ccccc2)nc2ccc(Cl)cn12	i	-2	0	5	-1	-2	0.3	i	-3	1
Cn1c(=O)cc2c3c(c(N4CCCCC4)ccc31)C(=O)c1ccccc1-2	i	-1	1	14	-75	-3	6.9	i	-11	-3
O=S(=O)(N[C@H](CO)Cc1ccccc1)c1ccc(Br)cc1F	i	9	3	2	2	-4	-1.2	i	0	3
Nc1nc(SCC(=O)Nc2ccc(Cl)cn2)n[nH]1	i	-7	-1	4	1	4	-0.7	i	2	-1
CC(C)(C)c1cc(C(=O)N/N=C/c2ccccc2O)n(-c2ccccc2)n1	/	-8	0	2	-3	4	2.6	i	-1	-6
O/N=C\c1cccn1-c1ccc(Br)cc1	i	-7	4	-5	2	2	0.7	i	-3	-7
CCCCn1nnnc1C(c1ccccc1)N1CCN(c2cccc(C(F)(F)F)n2)CC1 (centres undefined)	i	/	/	0	-2	2	4.4	/	/	/
CS(=O)(=O)N1CCC(C(=O)Nc2cccc(C(F)(F)F)c2)CC1	i	-3	-1	0	5	0	-0.6	i	-2	1
COc1ccc(C(C)=O)cc1COc1cc(C)c(Cl)c(C)c1	i	-11	1	2	1	-7	0.8	i	-2	7
O=C1C=C(OCCF)CC(c2ccc(Br)cc2)O1 (centres undefined)	i	/	/	4	0	/	-1.0	/	/	/
O=C(O)CCC(=O)NCCn1c(-c2ccccc2)csc1=Nc1ccccc1	i	-10&0	-4&-1	1&0	-7&-2	1&1	-1.2&-1.5	i	3&1	3&0
O=C(N/N=C/c1ccncc1)c1ccccc1OCc1ccc(Br)cc1	i	-1	-1	-13	3	2	0.3	i	-1	-2
COc1ccc(S(=O)(=O)NCC2CCC(C(=O)N3CCC4(CC3)OCCO4)CC2)cc1 (centres undefined)	i	-4	0	20	-1	1	-0.1	i	0	1
CCCn1c(SCC(N)=O)nnc1-c1ccco1	i	-9	-2	-3	-8	-9	-0.9	i	0	-1
CC(=O)c1ccc(-n2c(C)c(C(C)=O)c3cc(O)ccc32)cc1	i	-6	0	5	3	-3	-1.3	i	1	0
CCOC(=O)c1c(N)sn(-c2ccccc2)c1=S	i	-6	-8	-17	-2	-1	0.5	i	-3	-3
CCCCN(C)C(=O)CC(NS(=O)(=O)c1ccc(NC(C)=O)cc1)C(C)C (centres undefined)	i	-5	-2	8	-4	-3	-0.6	i	-4	5
C[C@@H]1CN([C@@H](C)CO)C(=O)CCCn2nncc2CO[C@H]1CN(C)S(C)(=O)=O	i	/	1	0	-4	0	-0.9	i	-2	4
N#Cc1ccc(OCCOCCNC2CCCC2)cc1	i	-4	-1	4	-3	3	-1.6	i	1	2
CCc1ccccc1NC(=O)/C(C#N)=C\c1ccc(Sc2ccccc2)o1	i	-5	0	-10	-1	8	0.8	i	0	-2
CCCC(=O)NC(c1ccc(Cl)cc1Cl)c1ccc2cccnc2c1O (centres undefined)	i	-17	2	-3	2	5	0.5	i	3	1
O=C(Cc1ccc(F)cc1)N1CCN(c2ccc([N+](=O)[O-])cc2)CC1	i	-9	1	-25	1	6	1.9	i	-5	-7
CCCCN1C(C)=CC(=C2C(=O)c3ccccc3C2=O)C=C1C	i	1	4	-38	-4	2	0.9	i	-8	1
O=C(N/N=C/c1ccncc1)C12CC3CC(CC(C3)C1)C2	i	-1	-1	-5	4	-7	-2.0	i	-3	1
COC(=O)c1cc(NC(=O)Nc2cccc(Cl)c2)ccc1Cl	i	-5	-2	2	-2	-11	2.4	i	2	-8
CCn1c(SCC(=O)NCCc2ccccc2)nnc1-c1cccs1	i	-2	-1	-4	-1	2	-1.5	i	1	1
Cc1ccc(NC(=O)c2sc3ncn(CC(=O)N4CCN(c5ccccn5)CC4)c(=O)c3c2C)cc1Cl	i	-5	2	-3	-1	11	5.4	i	-12	-9
CCC(C(=O)OCC(=O)Nc1ccc(SC(F)F)cc1)c1ccccc1 (centres undefined)	i	-10	-1	-12	0	-7	4.1	i	2	-13
CCOC(=O)CC1=C(C(=O)OCC)C(c2ccc(OC)c(OC)c2)C(C#N)=C(N)O1 (centres undefined)	i	-13	0	-14	5	5	-1.6	i	3	1
Cc1cc(C(=O)OCC(=O)NCc2ccccc2)c(C)o1	i	-9	3	0	-1	-6	-0.5	i	1	4
CCOC(=O)c1c(C)oc2ccc(OCC(=O)C(C)(C)C)cc12	i	-5	4	-2	-7	-6	-0.3	i	2	-3
CC(Cc1ccccn1)NC(=O)c1ccc(OC2CCN(CCc3ccccc3)CC2)cc1 (centres undefined)	i	-2	1	-1	-1	-2	1.0	i	-2	0
COc1cccc(N2CCN(Cc3ccsc3)CC2)c1	i	-4	5	-8	-2	0	-3.3	i	1	-5
Cc1ccc(S(=O)(=O)Nc2ncnc3sc(C)c(C)c23)cc1	i	-9	2	5	1	0	-0.2	i	-2	44
COc1ccc(NC(=O)Nc2ccc(C)cc2OC(F)F)cc1OC	i	-13	1	2	-1	-2	-0.5	i	5	-3
COc1ccc(-c2cc(CNC(=O)CN(C)Cc3ccccc3)on2)cc1	i	6	-1	2	1	-4	-2.1	i	-3	0
Nc1cc(C(=O)c2cccs2)ccc1Cl	i	-8	-1	-8	2	-6	-0.4	i	-5	-7
O=C(Nc1ccc(N2CCOCC2)cc1N1CCOCC1)c1ccc(Br)cc1	i	4	0	6	-4	-1	-1.3	i	1	-4

Two of the compounds above, with two lines to a compound:
Order of results – Neddyl block | Scp1 inh | STEP inh | SUMO1-SIM PPI | CSN deneddyl inh | NadD block | LMPTP inh | Rpn11 inh | Rin1 Abl inh | DNMT1 block
- O=C(N/N=C/c1ccncc1)C12CC3CC(CC(C3)C1)C2
→ i | -1 | -1 | -5 | 4 | -7 | -2.0 | i | -3 | 1
- COC(=O)c1cc(NC(=O)Nc2cccc(Cl)c2)ccc1Cl
→ i | -5 | -2 | 2 | -2 | -11 | 2.4 | i | 2 | -8

Remaining list, next part:
SMILES	Neddyl block	Scp1 inh	STEP inh	SUMO1-SIM PPI	CSN deneddyl inh	NadD block	LMPTP inh	Rpn11 inh	Rin1 Abl inh	DNMT1 block
CC(CCc1ccccc1)NC(=O)Cc1ccccc1 (centres undefined)	i	-7	1	0	-19	-1	-1.0	i	1	4
CCOc1ccc(CNC(=S)N/N=C/c2ccncc2)cc1	i	7	-2	-8	3	3	-0.2	i	4	-1
CCCCn1c(N)c(N(CCOC)C(=O)c2cnc(C)cn2)c(=O)[nH]c1=O	i	-4	2	1	-4	-2	-1.8	i	2	-1
CN(Cc1ccccc1)C(=O)COc1ccccc1	i	-2	3	1	2	-1	-1.6	i	0	3
COc1cc(OC)cc(C(=O)N[C@H](C(=O)OCC(=O)Nc2ccc(C(N)=O)cc2)C(C)C)c1	i	-5	-2	2	1	-4	-0.6	i	1	-2
NC(N)=NC(N)=Nc1ccccc1	i	-2	2	1	4	-2	-2.4	i	4	-2
Cc1nc(N/N=C\c2ccc3c(c2)OCO3)sc1C	i	-6	4	-5	1	10	3.7	i	2	-12
O=C(NCCCN1CCOCC1)c1cc(-c2ccc(Cl)s2)nc2ccccc12	/	-2	2	-21	4	-5	1.3	i	-5	0
CN(NC(=O)c1ccccc1F)c1ncccc1[N+](=O)[O-]	i	-15	0	-4	4	4	0.3	i	0	-3
CCC1CCc2c(sc(NC(=O)C3c4ccccc4Oc4ccccc43)c2C(N)=O)C1 (centres undefined)	i	-9	6	-2	2	11	2.2	i	3	-4
CCCCn1nc(C(=O)Nc2ccc(-n3cnnn3)cc2)c2ccccc2c1=O	+	-10	2	-5	3	-9	1.0	i	1	-3
COc1ccc(S(=O)(=O)N2CCCCCC2)cc1C(=O)N1CCCC(C(F)(F)F)C1 (centres undefined)	i	-7	0	-46	-1	-1	-11	i	5	-5
COc1cccc(NC(=O)CCN2CCOCC2)c1	i	-5	1	-3	-1	5	-0.7	i	3	-7
COc1ccccc1NC(=O)Cn1cnc2sc(C)c(S(=O)(=O)N3CCCCC3)c2c1=O	i	-11	-3	5	2	3	-1.4	i	0	0

By substructure: the entries above with a Cl atom (9)
SMILES	Neddyl block	Scp1 inh	STEP inh	SUMO1-SIM PPI	CSN deneddyl inh	NadD block	LMPTP inh	Rpn11 inh	Rin1 Abl inh	DNMT1 block
Cc1ccc2c(c1)C(=O)C(=O)N2Cc1ccc(Cl)cc1	i	-7	0	-30	0	2	1.3	i	0	6
CCOC(=O)c1c(-c2ccccc2)nc2ccc(Cl)cn12	i	-2	0	5	-1	-2	0.3	i	-3	1
Nc1nc(SCC(=O)Nc2ccc(Cl)cn2)n[nH]1	i	-7	-1	4	1	4	-0.7	i	2	-1
COc1ccc(C(C)=O)cc1COc1cc(C)c(Cl)c(C)c1	i	-11	1	2	1	-7	0.8	i	-2	7
CCCC(=O)NC(c1ccc(Cl)cc1Cl)c1ccc2cccnc2c1O (centres undefined)	i	-17	2	-3	2	5	0.5	i	3	1
COC(=O)c1cc(NC(=O)Nc2cccc(Cl)c2)ccc1Cl	i	-5	-2	2	-2	-11	2.4	i	2	-8
Cc1ccc(NC(=O)c2sc3ncn(CC(=O)N4CCN(c5ccccn5)CC4)c(=O)c3c2C)cc1Cl	i	-5	2	-3	-1	11	5.4	i	-12	-9
Nc1cc(C(=O)c2cccs2)ccc1Cl	i	-8	-1	-8	2	-6	-0.4	i	-5	-7
O=C(NCCCN1CCOCC1)c1cc(-c2ccc(Cl)s2)nc2ccccc12	/	-2	2	-21	4	-5	1.3	i	-5	0
